High-throughput results from PubChem BioAssay.
PfGluPho inh: PfG6PD enzyme inhibitors, primary screen, biochemical, fluorescence intensity, uHTS | glucose-6-phosphate dehydrogenase-6-phosphogluconolactonase (Plasmodium falciparum 3D7) | PfGluPho enzyme, NADPH resazurin-diaphorase fluorescence | inhibition, % at 20 µM | 0.78% of 350,000 active | AID 504690, 2011;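 active means inhibition reaching at least a set limit at 20 µM in the primary screen, cut at about 59% in these data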;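 further: 0% = DMSO wells with substrate and 100% = DMSO wells lacking glucose-6-phosphate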
SENP8 inh: human SENP8 protease inhibitors, primary screen, biochemical, fluorescence, Nedd8 protein substrate, uHTS | recombinant SENP8 | Sentrin-specific protease 8 (Homo sapiens), Q96LD8 | inhibition, % at 20 µM | 0.64% of 360,000 active; in the data active means inhibition mostly above about 40%, no sharp cut-off; inactive means mostly below about 27%
Target sequence (Q96LD8 whole entry, looked up): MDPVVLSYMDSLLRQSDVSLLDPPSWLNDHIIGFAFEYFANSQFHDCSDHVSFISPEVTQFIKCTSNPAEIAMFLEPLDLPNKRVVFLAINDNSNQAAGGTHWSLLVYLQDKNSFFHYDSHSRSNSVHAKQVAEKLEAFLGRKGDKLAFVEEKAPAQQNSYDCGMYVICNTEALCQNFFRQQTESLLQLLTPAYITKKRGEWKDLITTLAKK
MPTP inh: mitochondrial permeability transition pore inhibitors, primary screen, biochemical, isolated mouse mitochondria, absorbance | 1.4% of 360,000 active | AID 602449, 2012 | Ca2+ swelling absorbance, 30 min | inhibition, % at 10 µM;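 active means inhibition of 50% or more, scaled per plate between neutral and stimulator controls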;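 further: 0% = DMSO wells given calcium and 100% = 1 mM EGTA wells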
ATG4B inhibitor: ATG4B protease inhibitors, primary screen, biochemical, fluorescence, uHTS. AID 504462, 2011. ATG4B cleavage of LC3-PLA2, NBD-HPC fluorescence, 1 h. Cysteine protease ATG4B (Homo sapiens), Q9Y4P1. inhibition, % at 8.33 µM. 0.51% of 340,000 active; in the data active means inhibition above about 40%
hIAP activ: human IAP activators, primary screen, biochemical, luminescence, uHTS. purified human IAP, CDP-Star luminescence, 30 min; active compounds read high; 1 = vehicle-only enzyme, 0 = enzyme-free background. 0.16% of 330,000 active. Intestinal-type alkaline phosphatase (Homo sapiens), P09923. activation factor at 10 µM. AID 2524, 2010;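 active means activation factor of the enzyme at least 2-fold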; further: the source names both 10 and 20 µM as test concentration; values of inactives mirror those of a sister screen read the other way
SENP1 FRET inh: human SENP1 catalytic domain inhibitors, primary screen, biochemical, FRET, uHTS; inhibition, % at 10 µM; 0.21% of 360,000 active; Sentrin-specific protease 1 (Homo sapiens), Q9P0U3; recombinant SENP1 catalytic domain, CyPet-SUMO1-YPet FRET cleavage;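 active means inhibition at least 30% at 10 µM, raw YFP signal under a set limit, fluorescence ratio 0.5 to 1.5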;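 further: 0% = enzyme with DMSO and 100% = no enzyme wells; some results filed as inactive read as strong as hits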
Target sequence (Q9P0U3 419-644 limits assumed): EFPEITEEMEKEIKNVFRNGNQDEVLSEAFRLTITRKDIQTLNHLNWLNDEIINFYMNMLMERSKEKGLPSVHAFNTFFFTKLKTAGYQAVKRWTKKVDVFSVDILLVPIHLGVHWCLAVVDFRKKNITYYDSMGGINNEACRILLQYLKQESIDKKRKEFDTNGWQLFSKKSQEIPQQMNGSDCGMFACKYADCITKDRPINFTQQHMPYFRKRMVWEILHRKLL
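system = hSENP1 catalytic domain, recombinant | reagent = SFCypet-SUMO1-SFYpet substrate at 25 nM | doses = one dose per compound, 10 µM, 0.5% DMSO | incubation = enzyme reaction for 50 min at room temperature, dark | measured by = FRET, CFP and YFP emission | controls = no-enzyme low, enzyme-DMSO high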
SENP6 inh: SENP6 protease inhibitors, primary screen, biochemical, luminescence, uHTS | Recombinant SENP6 catalytic domain, aminoluciferin luminescence | inhibition, % at 10 µM | 1.8% of 330,000 active;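 active means inhibition above about 50% at the single tested dose, limit read from the data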;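 further: plate controls were DMSO wells with enzyme for no effect and DMSO wells lacking enzyme for full effect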
Target sequence (Q9GZR1 628-1112 limits assumed): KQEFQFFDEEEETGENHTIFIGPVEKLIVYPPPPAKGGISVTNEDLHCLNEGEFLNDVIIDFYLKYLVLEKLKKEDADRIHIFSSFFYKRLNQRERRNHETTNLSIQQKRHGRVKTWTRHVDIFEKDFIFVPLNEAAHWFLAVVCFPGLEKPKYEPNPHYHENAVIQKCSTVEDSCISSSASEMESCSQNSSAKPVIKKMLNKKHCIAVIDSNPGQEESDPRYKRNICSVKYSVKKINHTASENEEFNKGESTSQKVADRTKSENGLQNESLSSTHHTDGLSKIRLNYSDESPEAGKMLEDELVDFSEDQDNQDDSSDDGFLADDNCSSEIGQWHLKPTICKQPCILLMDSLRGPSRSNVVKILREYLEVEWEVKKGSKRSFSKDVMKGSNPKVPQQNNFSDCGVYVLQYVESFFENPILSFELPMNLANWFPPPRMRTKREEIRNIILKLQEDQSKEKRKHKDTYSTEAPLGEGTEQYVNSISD
GRIN3A LBD mod: binders of NR3A ligand-binding domain, primary screen, biophysical, differential scanning fluorimetry, uHTS; NR3A LBD differential scanning fluorimetry, Tm shift; 0% = protein alone, 100% = glycine-bound protein; Tm shift relative to glycine control, % at 25 µM; 2.5% of 340,000 active; AID 1259313, 2017;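 active means melting temperature shift of at least 10% of the positive control shift, at one fixed dose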
* hit, by the source's call; . = not tested or not shown.

SMILES	PfGluPho inh	SENP8 inh	MPTP inh	ATG4B inhibitor	hIAP activ	SENP1 FRET inh	SENP6 inh	GRIN3A LBD mod
CC(=O)Nc1ccc(NC(=O)C2CCC(N3C(=O)C4C5C=CC(C6CC56)C4C3=O)CC2)cc1 (stereo not given)	15	0	-0.9	-2	1.1	-1	2	-11
COC(=O)C1=C(C)N(c2ccccc2)/C(=C/c2cccs2)C1=O	27	14	-0.9	-2	0.88	-2	-7	0
COc1cccc(C(=O)N(C)Cc2c(C)nn(C3CCS(=O)(=O)C3)c2C)c1 (stereo not given)	-1	3	-0.7	-6	0.95	2	-8	0
COc1ccc(CCNC(=O)CSc2nc3scc(-c4ccccc4)c3c(=O)[nH]2)cc1	-25	6	4.6	7	0.94	-1	-2	3
CCN(CC)c1ccc(C2C3CCCCC3(O)CCN2C(=O)c2cccs2)cc1 (stereo not given)	2	10	-0.1	7	0.76	-2	1	0
Cc1ccccc1CCNC(=O)CCn1ccc2cc(S(=O)(=O)N3CCCC3)ccc21	7	2	-2.8	-1	1.1	2	-13	-2
CN(Cc1ccccc1)N=Nc1ccccc1	-7	13	1.4	.	.	1	.	.
COc1cc2ccccc2cc1C(=O)OCC(=O)NC1CCS(=O)(=O)C1 (stereo not given)	5	-452	0.4	1	0.98	1	16	0
O=C(O)COc1ccc2oc3c(c2c1)CCCC3	-22	9	0.9	-2	1.1	1	19	-2
CCOC(=O)C1CCCN(C(=S)NC(=O)c2cc(Br)ccc2Cl)C1 (stereo not given)	-8	19	-1.1	-7	0.91	-2	0	0
COc1cc(NC(=O)c2c(Cl)cnn2C)c(OC)cc1Cl	3	2	3.9	-9	1.1	-1	-2	-2
Cc1cnc(C(=O)Nc2cccc3ncccc23)cn1	18	21	0.2	-2	0.84	-3	-9	1
COc1cccc(N2CCN(c3ccc([N+](=O)[O-])cn3)CC2)c1	5	31	-0.4	-4	0.71	-2	-1	0
N#CCN1C(=O)NC2(CCCc3sccc32)C1=O (stereo not given)	-6	10	-0.1	1	0.98	-7	8	3
CC(C)Oc1cccc(C(=O)NC(=S)Nc2cccnc2)c1	2	11	1.6	-8	1	1	-12	-1
Cc1cc(O)cc(O)c1C=NCc1ccco1	14	4	-6.6	11	0.87	-8	10	-5
O=C(COC(=O)c1ccc(F)c(S(=O)(=O)N2CCOCC2)c1)NCc1ccc2c(c1)OCO2	-27	8	-1.0	-7	1.1	2	-6	1
CCC(C(=O)NCc1ccco1)n1nc(C)c2c(C)n(-c3ccccc3)nc2c1=O (stereo not given)	2	4	-0.3	0	1.5	2	-12	-2
O=c1c2ccccc2nc2c3ccccc3c3nncn3n12	7	20	-7.1	-7	.	-1	.	2
COCCCN1C(=O)c2[nH]nc(-c3ccccc3O)c2C1c1cccc(Cl)c1 (stereo not given)	-19	20	3.5	-22	1	1	-14	-8
O=C(Cc1c(C(=O)O)[nH]c2ccccc12)NC1CCCC1	-11	-1	-0.5	-2	0.91	2	-7	0
O=C(O)/C(=C\c1ccc(Cl)cc1)c1ccc(F)cc1	0	27	-2.5	-4	1.1	1	-11	1
COc1ccc(Br)cc1C1NC(=O)NC(C)=C1C(=O)N(C)C (stereo not given)	-14	9	-0.3	7	0.99	-1	3	1
COc1ccc(-c2ccc(CN3C(CC(C)C)C(=O)N(Cc4cn(Cc5ccco5)nn4)CCS3(=O)=O)cc2)cc1OC (stereo not given)	21	-27	-1.8	.	.	0	.	.
CN(CC(=O)NCCc1ccc(S(N)(=O)=O)cc1)S(=O)(=O)c1ccc(Br)s1	9	1	0.3	-9	1	-3	-13	1
COc1ccc(C(=O)NCc2nnc(SC)n2C2CCCCC2)cc1	11	6	-2.4	-8	1.3	2	-6	0
Cn1c(SCc2ccccc2)nccc1=O	-12	13	-0.3	5	.	-1	.	0
O=C(c1ccc(Cl)cc1)c1coc2ccc(O)cc12	18	13	-0.5	-16	0.91	1	86*	-5
Cc1sc2nc(CN3CCOCC3)nc(NS(=O)(=O)c3cc(Cl)ccc3Cl)c2c1C	-7	-22	2.2	-13	0.87	-14	-20	-6
CCCn1c(SCC(=O)N2CCCC2=O)nc2ccccc2c1=O	-6	1	0.2	-7	1	3	-10	2
N#CCc1ccc(OC(=O)c2cccnc2)cc1	-9	10	0.4	0	1.1	0	0	-1
COC(=O)C(NS(C)(=O)=O)(c1c(C)[nH]c2ccccc12)C(F)(F)F (stereo not given)	-4	17	-0.5	-3	1	0	7	0
CCOC(=O)C1(CC)NC(c2ccc(N(C)C)cc2)C2C(=O)N(C)C(=O)C21 (stereo not given)	-9	-95	-1.4	-3	0.99	-1	-12	-2
CCOCCCNC(=O)C1CC(=O)N(CCc2ccccc2)C1 (stereo not given)	-6	11	0.1	-5	1.1	1	-1	1
CC(C)C(=O)OCC(=O)Nc1ccc2c(c1)CCC2	2	9	1.3	-11	1	0	-24	2
CCCCN(CC)CCCNC(=O)c1cc2c(=O)n(CC)c3ccccc3c2s1	-2	-290	0.0	-5	0.95	1	-1	.
COCCNC(=O)C(c1ccc(O)cc1)N(Cc1ccccc1)C(=O)CCC(=O)Nc1nccs1 (stereo not given)	6	5	-1.8	-7	0.86	2	-3	-6
COc1cc(C(=O)O)cc(OC)c1OCc1cc(C(=O)O)oc1C	11	22	-1.3	-7	0.99	2	-2	0
O=C(CN1CCN(c2ccccn2)CC1)Nc1ccc(F)c(F)c1	-2	-2	-0.2	-6	1	1	-11	0
COc1cccc(OC)c1C(=O)Nc1c(C(=O)N2CCN(c3ccccn3)CC2)oc2ccccc12	-18	7	1.3	2	1	2	-4	-1

2 compounds drawn at random from those above, as already listed:
SMILES	PfGluPho inh	SENP8 inh	MPTP inh	ATG4B inhibitor	hIAP activ	SENP1 FRET inh	SENP6 inh	GRIN3A LBD mod
CCCCN(CC)CCCNC(=O)c1cc2c(=O)n(CC)c3ccccc3c2s1	-2	-290	0.0	-5	0.95	1	-1	.
COCCNC(=O)C(c1ccc(O)cc1)N(Cc1ccccc1)C(=O)CCC(=O)Nc1nccs1 (stereo not given)	6	5	-1.8	-7	0.86	2	-3	-6

(more compounds)
SMILES	PfGluPho inh	SENP8 inh	MPTP inh	ATG4B inhibitor	hIAP activ	SENP1 FRET inh	SENP6 inh	GRIN3A LBD mod
O=C(CN1CC(c2ccccc2)CC1=O)OCc1ccccc1F (stereo not given)	-6	11	-0.6	2	1.1	2	-13	-22
CCC1(C(=O)O)NC(c2cccc(OC)c2O)C2C(=O)N(c3ccccc3)C(=O)C21 (stereo not given)	-21	12	-0.5	-4	1.3	4	-15	-4
CC(=O)N1C(c2ccccc2O)C[C@]2(C)CC(=O)NC12 (stereo not given in full)	-9	7	-2.5	11	1	-2	-29	-3
O=C(COC(=O)Cc1ccc(Cl)c(Cl)c1)NCCc1ccccc1	20	14	0.2	.	.	3	.	.
CC1=C(N2CCOCC2)CCC1=O	11	13	-2.3	-8	1.1	2	-1	3
CC1SC(=Nc2ccccc2)N(S(=O)(=O)c2ccccc2)C1=O (stereo not given)	-15	12	-0.6	-6	1.1	1	-8	-2
CC(=O)C1=C(C)NC(=O)NC1c1ccccc1 (stereo not given)	7	32	2.1	-10	0.94	1	-7	-2
Cc1sc2nc(CN3CCCCC3)nc(N3CCN(C(=O)c4ccco4)CC3)c2c1C	9	-32	0.0	9	0.96	-8	-5	-1
CCC(=O)Nc1cccc(NC(=S)NC(=O)c2cc3ccccc3o2)c1	10	15	-0.2	1	0.93	2	10	-5
CC1=C(C(=O)N2CCOCC2)C(c2cccs2)NC(=O)N1 (stereo not given)	17	-12	-0.8	-6	1	-2	-8	2
COC(=O)c1ccccc1S(=O)(=O)N1CCC(C(=O)Nc2ccc(N3CCOCC3)cc2)CC1	1	13	0.9	7	0.91	-1	0	-1
N#CC1(Nc2ccc3c4c(cccc24)CC3)CCCCC1	40	-497	0.6	.	.	-8	.	.
O=C(Nc1ccncc1Cl)c1ccncc1	-3	5	-0.6	-1	1.1	0	1	1
Cc1ccccc1OCCC(=O)Nc1ccc(Cl)cc1F	-3	6	0.3	2	0.97	3	-15	-1
NNc1ccc2nncn2n1	25	30	1.9	-1	0.94	3	14	-1
O=C(Nc1nnc(-c2ccc3c(c2)CCCC3)o1)C1CCCCC1	-22	-8	-0.6	-2	1.2	0	-16	0
COCCn1c(SCC(=O)NC(=O)NC2CCCC2)nc2ccccc2c1=O	-24	12	1.9	8	1.1	2	-14	-3
COc1ccc(C(C)=O)cc1COC(=O)CCC(=O)N(CC(C)C)c1c(N)n(CC(C)C)c(=O)[nH]c1=O	-6	6	0.3	1	1.2	1	-4	-2
Cn1c(N)c(C(=O)COC(=O)c2cnc(Cl)c(Cl)c2)c(=O)n(C)c1=O	-5	24	0.7	-2	0.85	-1	4	5
CCCC(=O)Nc1ccc(Cl)c(NC(=O)c2cccnc2Cl)c1	-2	-36	-7.5	5	1	1	-6	0
COc1ccc(Cl)cc1C(=O)N1CCC2(CC1)CC(=O)c1ccccc1O2	1	-38	0.1	-7	1.1	0	-3	-3
O=C(CCn1nc(-c2ccc(Cl)cc2)ccc1=O)N1CCOCC1	8	7	0.1	4	0.96	-1	-14	2
c1ccc(N2CCN(c3nc4ccccc4[nH]3)CC2)nc1	-15	18	0.3	-1	1.1	1	-16	2

A second format for 14 compounds above.
| molecule | PfGluPho inh | SENP8 inh | MPTP inh | ATG4B inhibitor | hIAP activ | SENP1 FRET inh | SENP6 inh | GRIN3A LBD mod |
| --- | --- | --- | --- | --- | --- | --- | --- | --- |
| CC(=O)Nc1ccc(NC(=O)C2CCC(N3C(=O)C4C5C=CC(C6CC56)C4C3=O)CC2)cc1 (stereo not given) | 15 | 0 | -0.9 | -2 | 1.1 | -1 | 2 | -11 |
| COC(=O)C1=C(C)N(c2ccccc2)/C(=C/c2cccs2)C1=O | 27 | 14 | -0.9 | -2 | 0.88 | -2 | -7 | 0 |
| COc1cccc(C(=O)N(C)Cc2c(C)nn(C3CCS(=O)(=O)C3)c2C)c1 (stereo not given) | -1 | 3 | -0.7 | -6 | 0.95 | 2 | -8 | 0 |
| COc1ccc(CCNC(=O)CSc2nc3scc(-c4ccccc4)c3c(=O)[nH]2)cc1 | -25 | 6 | 4.6 | 7 | 0.94 | -1 | -2 | 3 |
| CCN(CC)c1ccc(C2C3CCCCC3(O)CCN2C(=O)c2cccs2)cc1 (stereo not given) | 2 | 10 | -0.1 | 7 | 0.76 | -2 | 1 | 0 |
| Cc1ccccc1CCNC(=O)CCn1ccc2cc(S(=O)(=O)N3CCCC3)ccc21 | 7 | 2 | -2.8 | -1 | 1.1 | 2 | -13 | -2 |
| CN(Cc1ccccc1)N=Nc1ccccc1 | -7 | 13 | 1.4 | . | . | 1 | . | . |
| COc1cc2ccccc2cc1C(=O)OCC(=O)NC1CCS(=O)(=O)C1 (stereo not given) | 5 | -452 | 0.4 | 1 | 0.98 | 1 | 16 | 0 |
| O=C(O)COc1ccc2oc3c(c2c1)CCCC3 | -22 | 9 | 0.9 | -2 | 1.1 | 1 | 19 | -2 |
| CCOC(=O)C1CCCN(C(=S)NC(=O)c2cc(Br)ccc2Cl)C1 (stereo not given) | -8 | 19 | -1.1 | -7 | 0.91 | -2 | 0 | 0 |
| COc1cc(NC(=O)c2c(Cl)cnn2C)c(OC)cc1Cl | 3 | 2 | 3.9 | -9 | 1.1 | -1 | -2 | -2 |
| Cc1cnc(C(=O)Nc2cccc3ncccc23)cn1 | 18 | 21 | 0.2 | -2 | 0.84 | -3 | -9 | 1 |
| COc1cccc(N2CCN(c3ccc([N+](=O)[O-])cn3)CC2)c1 | 5 | 31 | -0.4 | -4 | 0.71 | -2 | -1 | 0 |
| N#CCN1C(=O)NC2(CCCc3sccc32)C1=O (stereo not given) | -6 | 10 | -0.1 | 1 | 0.98 | -7 | 8 | 3 |
